# Screens deposited in PubChem BioAssay by National Center for Advancing Translational Sciences (NCATS).
# FLuc inh: firefly luciferase inhibition; P08659; purified firefly luciferase, luminescence, 8 min; Potency, µM (series often up to 57.1 µM), inactives show at the top dose activity change, negative = inhibition, actives largely listed as inhibitors; 72,000 tested, 2.2% active; AID 411; note: potency is the fitted concentration of half-maximal effect; % is set by controls: 0 for no effect and ±100 for the full control effect; nearly all actives have a fitted effect of over 40% in size
#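 Here, luciferase activity is measured as luminescence following an 8 min room-temperature reaction at 10 uM ATP, pH 7.2. Every library sample is titrated.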
# Tau fil binding: tau filament binding; recombinant tau filaments, thioflavin S fluorescence, 15 h; filaments grown with octadecylsulfate alongside compound; Potency, µM (doses to about 57.1 µM), for inactives: at the highest dose activity change, negative = inhibition; 71,000 tested, 2% active;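 note: potency is the fitted concentration of half-maximal effect; % is set by controls: 0 for no effect and ±100 for the full control effect; actives lower thioflavin S fluorescence by blocking filaments or displacing dye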
#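 His-tagged recombinant human tau (exons 2, 3, 10; 1 uM final) fibrillized with 30 uM sodium octadecylsulfate, 15 h at 37 C, in pH 7.4 HEPES buffer with 10 uM thioflavine S and 5 mM DTT. Reduced ThS fluorescence (450/510 nm) marks activity.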
# Casp1 inh: caspase-1 (human) inhibition, allosteric or competitive; AID 900; Potency, µM (titrated, usually from 57.5 µM), without a hit: at the highest dose activity change, negative = inhibition, hits mostly inhibitors; Caspase-1 enzyme, Ac-WEHD-AFC fluorogenic rate; 75,000 tested, 0.03% active; P29466;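 note: potency is the fitted concentration of half-maximal effect; plate controls were vehicle for no effect and no substrate for full effect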
# Target sequence (P29466 120-297 limits assumed): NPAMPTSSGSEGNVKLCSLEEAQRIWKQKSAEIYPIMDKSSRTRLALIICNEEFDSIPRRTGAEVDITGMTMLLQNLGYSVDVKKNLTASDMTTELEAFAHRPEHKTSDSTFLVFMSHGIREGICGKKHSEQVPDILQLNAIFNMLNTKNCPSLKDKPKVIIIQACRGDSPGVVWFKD
# Target sequence (P29466 317-404 limits assumed): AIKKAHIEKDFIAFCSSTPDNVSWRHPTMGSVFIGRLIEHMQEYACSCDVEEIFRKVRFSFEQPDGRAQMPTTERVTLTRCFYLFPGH
# ERK AVP block: vasopressin-driven ERK pathway inhibition | HEK293-V1b, vasopressin-stimulated pERK AlphaScreen | AID 995 | 72,000 tested, 0.99% active | Potency, µM (doses to about 57.5 µM), inactives show at the top dose activity, negative = inhibition, usual class: inhibitors; note: potency is the fitted concentration of half-maximal effect; % is set by controls: 0 for no effect and ±100 for the full control effect; nearly all actives have a fitted effect of over 55% in size
#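 HEK293 cells stably expressing V1b receptor, seeded overnight in 1% FBS, were treated with compounds for 30 min at 37C, then stimulated 5 min with 25 nM vasopressin; phospho-ERK read by AlphaScreen SureFire after lysis.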
# HADH2 inhib: HADH2 (human) dehydrogenase inhibition. recombinant HADH2, NADH fluorescence, beta-hydroxybutyryl-CoA. Q99714. 73,000 tested, 3.4% active. Potency, µM (highest dose often 57.1 µM), for inactives: top-dose activity change, negative = inhibition, hits mostly inhibitors; note: potency is the fitted concentration of half-maximal effect; % is set by controls: 0 for no effect and ±100 for the full control effect; nearly all actives have a fitted effect of over 60% in size; many of its hits are not listed in these tables
# Target sequence (Q99714 whole entry, looked up, one chain of several): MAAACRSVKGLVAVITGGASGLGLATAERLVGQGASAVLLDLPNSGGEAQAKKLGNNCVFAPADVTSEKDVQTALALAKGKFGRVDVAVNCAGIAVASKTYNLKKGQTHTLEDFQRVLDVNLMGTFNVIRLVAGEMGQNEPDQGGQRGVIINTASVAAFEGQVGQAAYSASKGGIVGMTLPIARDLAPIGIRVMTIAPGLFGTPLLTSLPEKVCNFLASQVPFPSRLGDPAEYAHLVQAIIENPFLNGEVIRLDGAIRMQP
#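 Read-out: 360 nm excitation, 450 nm emission, kinetic over 4 min. Conditions: His-tagged human HADH2 20 nM, pH 9.0 Tris with Tween-20, 1 mM NAD+, 90 uM beta-hydroxybutyryl-CoA.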
# USP2a inh: blocks human ubiquitin-specific protease USP2a | O75604 | 60,000 tested, 0.1% active | Potency, µM (titrated, usually from 38.3 µM), for the others: at the top dose activity change, negative = inhibition, hits mostly inhibitors | USP2a enzymatic assay, qHTS inhibition;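 note: potency is the fitted concentration of half-maximal effect; nearly all actives have a fitted effect of over 60% in size; plate controls were DMSO for no effect and NEM full inhibition control for full effect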
#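 USP2 core (20 nM final) was preincubated with compound for 30 min at RT in 20 mM Tris-HCl pH 8.0, 2 mM CaCl2, 2 mM beta-mercaptoethanol; Ub-PLA2 (20 nM) plus NBD C6-HPC (20 uM) then added, fluorescence read after 2.5 h.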
# Texas Red fluor: Texas Red region autofluorescence | Compound fluorescence, Texas Red channel, 547/618 nm; hits give high values | max dye-equivalent concentration, M | 59,000 tested, 0.06% active | AID 587; in the data active = max dye-equivalent concentration above about 10 nM; inconclusive = between about 1.1 nM and that limit
#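 Pin-transferred compounds and Texas Red standards go into 100 mM Tris buffer, pH 8.0. After 15 min at room temperature, plates are imaged with 547/618 nm filters. Each value is a dye-equivalent concentration derived from the per-plate dye curve.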
# Fluorescein autfl: compound autofluorescence in fluorescein spectral region | AID 593 | 59,000 tested, 0.91% active | Compound autofluorescence, 480/540 nm, fluorescein-equivalent; hits give high values | max fluorescein-equivalent concentration, M; in the data active = max fluorescein-equivalent concentration above about 10 nM; inconclusive = between about 1.1 nM and that limit
#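 Spectral profiling of library compounds in the fluorescein window (480 nm excitation, 540 nm emission) after 15 min at room temperature in pH 8.0 Tris (100 mM). Values are dye-equivalent concentrations.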
# Rhodamine fluor: compound autofluorescence in rhodamine spectral region; 59,000 tested, 0.05% active; max dye-equivalent concentration, M; Rhodamine-region fluorescence, 547/598 nm, Tris buffer; hits give high values; in the data active = max dye-equivalent concentration above about 11 nM; inconclusive = between about 1.1 nM and that limit
#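 Steps: pin-transfer compounds into pH 8.0 Tris (100 mM), hold 15 min at room temperature, image with a 547/598 nm filter pair, and convert intensities to rhodamine-equivalent concentration using a six-point on-plate rhodamine series.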
# Caspase-7 inhib: caspase-7 (human) inhibition, allosteric or competitive | P55210 | recombinant caspase-7, Ac-DEVD-AFC fluorescence rate | Potency, µM (titrated, usually from 57.5 µM), for the others: top-dose activity change, negative = inhibition, most hits filed as inhibitors | 75,000 tested, 0.02% active | AID 889; active = well fitted inhibition curve with a large enough effect in the main read-out, with a control signal flat, not every such curve was filed as active; inconclusive = small, poorly fitted or top-dose-only effect, or a change in a side signal; note: potency is the fitted concentration of half-maximal effect; % of control where 0% means no effect
# Target sequence (P55210 24-198 limits assumed): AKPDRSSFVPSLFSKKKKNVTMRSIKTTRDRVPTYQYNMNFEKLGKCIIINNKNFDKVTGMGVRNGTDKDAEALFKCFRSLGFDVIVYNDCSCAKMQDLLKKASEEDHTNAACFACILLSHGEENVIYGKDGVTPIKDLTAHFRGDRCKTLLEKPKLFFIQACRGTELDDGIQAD
# Target sequence (P55210 207-303 limits assumed): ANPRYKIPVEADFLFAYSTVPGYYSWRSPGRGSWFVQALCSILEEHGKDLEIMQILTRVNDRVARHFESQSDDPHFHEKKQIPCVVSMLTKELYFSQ
# HEK293 cAMP cs: counter-screen for TSHR agonists: cAMP increase in parental HEK293 | parental HEK293 CNG cAMP sensor, membrane potential fluorescence | Potency, µM (top dose mostly 57.1 µM), inactives show at the highest dose activation, actives largely listed as activators | 73,000 tested, 2.5% active; note: potency is the fitted concentration of half-maximal effect; % of control where 0% means no effect; nearly all actives have a fitted effect of over 55% in size
#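 Parental HEK 293 cells stably expressing a cAMP-gated CNG channel were loaded with membrane potential dye containing 100 uM RO 20-1724 for 60 min. Compound added for 30 min; depolarization read as fluorescence intensity at 590 nm.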
# Active calls of the source: *; i = inactive; ? = inconclusive; / = no result given; [ ] = dose if it differs, or a comment. Unless noted, calls come from the whole dose curve; as a rule, active = well fitted curve in the direction sought with a large enough effect; inconclusive = small, poorly fitted or top-dose-only effect, or another doubt; inactive = no such curve, though single readings can be large; an effect the other way counts as inactive or inconclusive. An excerpt, so the mix of outcomes need not match the whole.
SMILES,FLuc inh,Tau fil binding,Casp1 inh,ERK AVP block,HADH2 inhib,USP2a inh,Texas Red fluor,Fluorescein autfl,Rhodamine fluor,Caspase-7 inhib,HEK293 cAMP cs
N#Cc1ccccc1-c1nc(NCCN2CCOCC2)c2ccccc2n1,-2%[2.29 µM],6%,-4%,-16%,-2%,15%,i,i,i,-1%,15%
Cc1cc(SCC(=O)c2ccccc2)nc(C)n1,-23%,-16%,-1%,-6%,?,4%,?,?,i,-1%,15%
CS(=O)(=O)N(CC(=O)Nc1ccc2c(c1)OCO2)Cc1ccc(Cl)cc1,0%,?,-8%,7%,-5%,27%,i,i,i,-3%,4%
COCCN(C(=O)CCCC(=O)Nc1ccccn1)C(C(=O)NC1CCCC1)c1ccc(C)cc1 (configuration not stated),-1%,2%,0%,-5%,11%,10%,i,i,i,0%,?
COc1ccc(OC)c(N(CC(=O)Nc2ccc(NC(C)=O)cc2)S(C)(=O)=O)c1,0%,-8%,-1%,4%,1%,-4%,i,i,i,0%,-1%
Cc1ccc2nc(Nc3ccc4[nH]c(=O)[nH]c4c3)c(-n3nc(C)cc3C)nc2c1,4µM*,0.63µM*,?,-9%,23%,?,i,?,i,?,-28%
O=c1[nH]c(CN2CCN(C/C=C/c3ccccc3)CC2)nc2ccccc12,2%,-4%,-1%,-19%,8%,20%,i,i,i,0%,15%
CNC(=O)[C@@H](Cc1ccccc1)N(C)C(=O)[C@@H](Cc1ccc2ccccc2c1)N(C)C(=O)/C=C/CC(C)(C)N,/,/,-2%,5%,12%,/,/,/,/,0%,8%
Cc1cc(-c2ccccc2)c2c3c(cn2n1)c(=O)n(C)c(=O)n3C,-1%,13µM*,0%,?,2%,-5%,i,i,i,1%,0%
COc1cc(C2C(C#N)=C(C)NC3=C2C(=O)CC(C)(C)C3)ccc1O (configuration not stated),1%,4%,-5%,0%,6%,-10%,?,i,i,-3%,-1%
CCCOC(=O)Cn1c(=O)c2cc3c(=O)n(CC(=O)OCCC)c(=O)c3cc2c1=O,?,4%,0%,9%,8%,6%,i,i,i,-1%,-29%
CCOC(=O)C1CCCN(C(=O)c2cn(C)c3ccc(S(=O)(=O)N4CCCC4)cc3c2=O)C1 (configuration not stated),2%,25%,2%,1%,3%,2%,i,i,i,0%,6%
Cc1ccccc1OCC(O)CN (configuration not stated),1%,5%,0%,-12%,6%,-6%,i,?,i,1%,9%
O=S(=O)(N=S(N1CCCCC1)N1CCCCC1)c1ccccc1,2%,-4%,-3%,9%,10%,4%,/,/,/,2%,23%
Cc1ccc(OCc2nnc(SCC(=O)Nc3sc(C)c(C)c3C#N)n2C)cc1,-24%,i,0%,-19%,14%,0%,i,?,i,0%,?

SMILES,FLuc inh,Tau fil binding,Casp1 inh,ERK AVP block,HADH2 inhib,USP2a inh,Texas Red fluor,Fluorescein autfl,Rhodamine fluor,Caspase-7 inhib,HEK293 cAMP cs
CCc1ccc(N(CC)c2ncnc3nc[nH]c23)cc1,0%,15%,-3%,/,?,/,/,/,/,1%,11%
O=C(Nc1ccc(Cl)cc1)C1CC=CCC1C(=O)OCC(F)(F)C(F)F (configuration not stated),0%,-12%,1%,4%,13%,7%,i,i,i,-1%,11%
O=C(c1ccco1)N1CCN(C(=O)c2ccc(Cn3cc(Br)cn3)o2)CC1,-1%,15%,-2%,-16%,-2%,-7%,i,?,i,-2%,1%
N=C(N)SCCc1cccc(CCSC(=N)N)c1,-11%,2%,1%,7%,5%,3%,i,i,i,4%,10%
COC(=O)c1cc2sc(Cl)cc2n1CC(=O)Nc1cccc(SC)c1,0%,108%,-5%,-4%,64%[activator],46%[activator],i,i,i,-1%,?
O=C(NCCC1=CCCCC1)c1cnsn1,-4%,6%,3%,3%,-2%,3%,i,i,i,0%,14%
CCOC(=O)c1c(C)[nH]c(C(=O)OC/C(O)=C(\C#N)c2nc3ccccc3[nH]2)c1C,-4%,159%,1%,-24%,-2%,31%[activator],i,?,i,0%,-3%
O=C(Nc1ccc(-c2nc3ccccc3[nH]2)cc1)C1CCCO1 (configuration not stated),2.5µM*,-16%,0%,?,-22%,-1%,i,i,i,0%,0%
O=C(c1cccc(F)c1)N1CCC2(CC1)CN(c1ccc(-c3ccccc3)cc1)C2,0%[11.4 µM],4%,-3%,?,-1%,55%[activator],i,i,i,-3%,11%
Cn1c(=O)c2c(ncn2CN2CCN(Cn3cnc4c3c(=O)n(C)c(=O)n4C)CC2)n(C)c1=O,2%[11.4 µM],15%[11.4 µM],-2%[11.5 µM],-1%[11.5 µM],7%[11.4 µM],/,?,i,i,0%[11.5 µM],1%[11.4 µM]
CCCC(=O)N(c1ccc(F)cc1)C1C=CS(=O)(=O)C1 (configuration not stated),4%,7%,1%,-6%,0%,-2%,i,i,i,1%,7%
CC(C)c1ccc(-c2nc(N3CCCC3)nc3n[nH]c(N)c23)cc1,0%,-5%,-1%,-2%,6%,6%,?,i,i,-2%,-9%
COc1ccc(Cl)cc1N(CC(=O)Nc1ccccc1SC)S(C)(=O)=O,2%,4%,0%,-2%,5%,3%,i,?,i,0%,3%
COc1cccc(C(=O)Nc2c3c(nn2-c2cccc(C)c2C)CS(=O)C3)c1OC (configuration not stated),0%,7%,-1%,6%,0%,8%,i,i,i,3%,9%
COc1ccc(-c2nnc3n2-c2ccccc2SC3)cc1OC,0%,6%,-1%,-22%,-5%,-2%,i,i,i,0%,5%

SMILES,FLuc inh,Tau fil binding,Casp1 inh,ERK AVP block,HADH2 inhib,USP2a inh,Texas Red fluor,Fluorescein autfl,Rhodamine fluor,Caspase-7 inhib,HEK293 cAMP cs
O=C(CCc1n[nH]c(=O)[nH]c1=O)N1CCOCC1,2%,-10%,-9%,/,7%,/,/,/,/,-1%,?
Fc1ccccc1CSc1nnc(Cn2cnc3ccccc32)n1-c1ccccc1,-2%,-5%,3%,-15%,15%,24%,?,i,i,1%,16%
Cc1noc(C)c1-c1cc(NCc2cccs2)ncn1,-1%[2.29 µM],-3%,-4%,-12%,8%,6%,i,?,i,-3%,?
CCOc1ccc(N(CC(=O)NCc2ccc(OC)cc2)S(=O)(=O)c2c(C)noc2C)cc1,0%,-8%,1%,7%,5%,0%,i,i,i,0%,17%
CCOC(=O)Cn1nnc(-c2ccc(SC)cc2)n1,-14%,-11%,-1%,?,13%,-3%,i,i,i,-1%,4%
O=C(N/N=C1/C[C@@H](O)[C@@H](O)[C@@H]2[C@@H]3C(=O)N(Cc4ccc5c(c4)OCO5)C(=O)[C@H]3CC[C@@H]12)OCc1ccccc1,1%[11.4 µM],/,0%[11.5 µM],16%[11.5 µM],4%[11.4 µM],/,/,/,/,-2%[11.5 µM],8%[11.4 µM]
Cc1cccc(Cn2c(NCCO)nc3c2c(=O)n(C)c(=O)n3C)c1,1%,-10%,0%,-25%,-14%,2%,i,i,i,1%,18%
Cn1c(=O)[nH]c(=O)c2c1nc(CN1CCN(Cc3ccccc3)CC1)n2CC(N)=O,-1%,-1%,2%,/,4%,/,/,/,/,-2%,19%
COc1ccc(NC(=O)Cn2cccc2)c(OC)c1,0%,-24%,-5%,-15%,3%,6%,i,i,i,0%,-1%
Cc1cc2nc(SCC(=O)O)nc(C)c2cc1C,-1%,-4%,5%,-3%,8%,-6%,?,?,i,0%,11%
Cc1ccccc1C(N)=O,/,10%,-3%,11%,0%,/,/,/,/,1%,26%
CCCOC(=O)C1[C@H]2C(=O)N(C(C)c3ccc(OC)cc3)C[C@]23C=C[C@H]1O3 (some centres not stated),2%,0%,0%,-9%,-18%,-2%,i,i,i,-1%,2%
Cc1cccc(Nc2ccncc2S(=O)(=O)NC(=O)NC(C)C)c1,3%[25.5 µM],-7%[25.6 µM],2%,18%,-4%[25.6 µM],2%,i,?,i,0%,18%[25.6 µM]
COCCn1c(SCC(=O)NC(=O)NCc2ccccc2)nc2ccccc21,-1%,10%,0%,-16%,12%,6%,i,i,i,-1%,?
Cc1ccn2cc(C(=O)Nc3ccccc3N3CCOCC3)nc2c1,?,0%,2%,-4%,4%,2%,?,?,i,0%,25%

SMILES,FLuc inh,Tau fil binding,Casp1 inh,ERK AVP block,HADH2 inhib,USP2a inh,Texas Red fluor,Fluorescein autfl,Rhodamine fluor,Caspase-7 inhib,HEK293 cAMP cs
CCOC(=O)c1cnc2nc(Cc3ccccc3)[nH]n2c1=O,1%,6%,0%,-10%,-10%,4%,i,?,i,-1%,5%
COc1ccc(NC2SC(=O)N(CC(=O)O)C2=O)cc1 (configuration not stated),-2%,-16%,-1%,2%,?,-5%,i,i,i,-3%,-2%
Cc1cc(C)n(S(=O)(=O)c2ccc3ccccc3c2)n1,0%,-6%,-3%,37%[activator],3%,7%,/,/,/,-2%,?
O=C(NS(=O)(=O)c1ccccc1)c1ccccc1F,2%,6%,3%,-2%,-1%,-3%,i,i,i,-4%,6%
